Tau fibril FP: qHTS for Inhibitors of Tau Fibril Formation, Fluorescence Polarization; Microtubule-associated protein tau (Homo sapiens), P10636; K18 P301L tau heparin fibrillization, Alexa594 FP, 6 h; Potency, µM (titrated, usually from 57.7 µM), without a hit: top-dose activity, negative = inhibition, usual class: inhibitors; 280,000 compounds, 0.39% hits; also: potency is read from the fitted curve at half-maximal effect; % is scaled to controls: 0 for no effect and ±100 for the full control effect; nearly all actives have a fitted effect of over 55% in size
Target sequence (P10636 561-689 P618L limits assumed): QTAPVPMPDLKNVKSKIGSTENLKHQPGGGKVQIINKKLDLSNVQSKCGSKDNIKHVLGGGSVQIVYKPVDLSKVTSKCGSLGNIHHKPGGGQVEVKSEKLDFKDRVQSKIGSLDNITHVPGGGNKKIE
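K18 P301L tau (15 uM unlabeled/0.24 uM Alexa 594-labeled, final) + compound + heparin 20 uM final; 100 mM NaOAc pH 7; 6 hr 37 C; ThT 30 uM final added, 1 hr RT; FP ex 555/em 632 nm.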
TR SRC2 fluor cs: Total Fluorescence Counterscreen for Inhibitors of the Interaction of Thyroid Hormone Receptor and Steroid Receptor Coregulator 2; 280,000 compounds, 0.29% hits; TRb/SRC2 Texas Red total fluorescence interference; Potency, µM (doses to about 106 µM), inactives show at the highest dose fluorescence change, negative = quenching; AID 1479, 2009; active = well fitted curve in either direction with a large enough effect; inconclusive = small, poorly fitted or top-dose-only effect; also: potency is read from the fitted curve at half-maximal effect; % is scaled to controls: 0 for no effect and ±100 for the full control effect
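Human TRβ ligand-binding domain (0.6 uM) and Texas Red SRC2 peptide (20 nM) in Tris buffer with 1 uM T3 and 5% DMSO were incubated with pinned compound for 5 hr at ambient temperature. Total fluorescence was computed as S + 2P (555/632 nm).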
Tau fluor cs: Counterscreen qHTS for Inhibitors of Tau Fibril Formation, Fluorescence Polarization | 280,000 compounds, 0.93% hits | tau K18 P301L Alexa594 fluorescence, heparin fibrillization | AID 1463, 2008 | Potency, µM (highest dose often 57.7 µM), without a hit: at the top dose activity change, negative = decrease; also: potency is read from the fitted curve at half-maximal effect; % is scaled to controls: 0 for no effect and ±100 for the full control effect; nearly all actives have a fitted effect of over 55% in size
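Human tau K18 P301L (15 uM unlabeled, 0.24 uM Alexa 594-labeled) in 100 mM sodium acetate pH 7 with 20 uM heparin, 6 hr at 37 C. ThT 30 uM added, 1 hr ambient; Alexa 594 FP and total fluorescence read at 555/632 nm.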
aGal spleen mod: qHTS Assay for Inhibitors and Activators of Human alpha-Galactosidase From Spleen Homogenate | Alpha-galactosidase A (Homo sapiens), P06280 | human spleen homogenate, 4MU-alpha-Gal fluorescence, 40 min | 240,000 compounds, 0.008% hits | Potency, µM (highest dose often 80 µM), for the others: at the top dose activity change, negative = inhibition, actives largely listed as inhibitors;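 also: potency is read from the fitted curve at half-maximal effect; 0% = enzyme with vehicle and -100% = no enzyme basal signal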
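Human spleen homogenate (1 ug) was the enzyme source, with 4-methylumbelliferyl-alpha-D-galactopyranoside (1 mM final) in pH 5.0 citrate buffer with 0.01% Tween-20. Compounds were titrated; after 40 min at 37C, NaOH/glycine stop, 4-MU fluorescence read; AC50 from Hill fits.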
NPSR antagonist: qHTS Assay for Antagonists of the Neuropeptide S Receptor: cAMP Signal Transduction; Potency, µM (top dose mostly 38.3 µM), without a hit: at the highest dose activity change, negative = inhibition, hits mostly inhibitors; CHO-NPSR cells, cAMP TR-FRET, antagonist mode; 220,000 compounds, 1% hits; also: potency is read from the fitted curve at half-maximal effect; % is scaled to controls: 0 for no effect and ±100 for the full control effect; nearly all actives have a fitted effect of over 50% in size; many of its hits are not listed in these tables
Target sequence (Q6W5P4 whole entry, looked up): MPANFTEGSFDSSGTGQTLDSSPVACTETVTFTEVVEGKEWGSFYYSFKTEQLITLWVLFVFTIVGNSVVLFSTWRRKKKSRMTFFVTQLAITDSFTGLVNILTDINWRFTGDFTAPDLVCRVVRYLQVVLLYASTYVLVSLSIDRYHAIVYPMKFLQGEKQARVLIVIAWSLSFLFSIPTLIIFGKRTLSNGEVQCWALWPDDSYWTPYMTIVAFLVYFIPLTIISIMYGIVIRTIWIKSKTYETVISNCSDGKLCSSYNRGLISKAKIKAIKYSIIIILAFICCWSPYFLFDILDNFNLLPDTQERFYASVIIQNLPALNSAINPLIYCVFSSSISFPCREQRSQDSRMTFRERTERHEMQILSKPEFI
TRb SRC2 PPI: qHTS for Inhibitors of the Interaction of Thyroid Hormone Receptor and Steroid Receptor Coregulator 2 | TRbeta-SRC2 peptide binding, fluorescence polarization; receptor liganded with 1 µM T3 | Potency, µM (highest dose often 106 µM), for the others: at the highest dose activity change, negative = inhibition, actives largely listed as inhibitors | 280,000 compounds, 0.065% hits;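 also: potency is read from the fitted curve at half-maximal effect; plate controls were bound peptide for no effect and peptide without receptor for full effect; nearly all actives have a fitted effect of over 50% in size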
Target sequence (P10828 whole entry, looked up): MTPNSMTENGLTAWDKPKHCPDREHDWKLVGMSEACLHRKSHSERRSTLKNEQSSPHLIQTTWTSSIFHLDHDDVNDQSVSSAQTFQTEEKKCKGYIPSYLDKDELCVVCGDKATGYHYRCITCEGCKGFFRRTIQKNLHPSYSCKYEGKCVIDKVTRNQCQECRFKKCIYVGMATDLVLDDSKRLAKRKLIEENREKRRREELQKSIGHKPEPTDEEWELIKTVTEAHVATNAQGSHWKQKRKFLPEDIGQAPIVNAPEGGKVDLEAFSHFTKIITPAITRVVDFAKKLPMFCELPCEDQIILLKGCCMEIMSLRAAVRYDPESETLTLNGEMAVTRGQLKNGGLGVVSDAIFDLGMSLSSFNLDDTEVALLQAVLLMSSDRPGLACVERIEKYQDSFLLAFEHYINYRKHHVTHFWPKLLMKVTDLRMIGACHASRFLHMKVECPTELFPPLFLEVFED
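Fluorescence polarization of 20 nM Texas Red SRC2 peptide (20-aa NR interaction domain) bound to 0.6 uM human TRb ligand-binding domain, with 1 uM T3, after 5 hr at ambient temperature; inhibition seen as decreased polarization.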
CBFb RUNX1 block: qHTS Assay for Compounds Blocking the Interaction Between CBF-beta and RUNX1 for the Treatment of Acute Myeloid Leukemia. 230,000 tested, under 10 active. Runt-related transcription factor 1 (Homo sapiens) + Core-binding factor subunit beta …. Potency, µM (titrated, usually from 59.8 µM), without a hit: at the top dose activity, negative = inhibition, hits mostly inhibitors. AlphaScreen CBFb-His/RUNX1-biotin binding, biochemical; also: % of control where 0% means no effect
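AlphaScreen proximity signal reports loss of binding between His-tagged CBF-beta and biotin-labelled RUNX1, each at 30 nM. Proteins are pre-associated for 20 minutes, compounds added for 15 minutes, then beads for 90 minutes, all at ambient temperature.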
Epigenetic derep: Quantitative High-Throughput Screen for Regulators of Epigenetic Control | AID 1865, 2009 | murine LDR cells, GFP reporter derepression, 30 h | 280,000 compounds, 0.2% hits | Potency, µM (doses to about 53.9 µM), without a hit: at the top dose GFP activation, hits mostly activators; also: potency is read from the fitted curve at half-maximal effect; % of control where 0% means no effect; nearly all actives have a fitted effect of over 60% in size
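Readout is the number of GFP-expressing murine LDR cells, counted by cytometry following washing. Cells were treated with compound for 30 h at 37 C; the stably integrated CMV-GFP locus is normally silent.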
* marks the source's active call; other numbers are inactive results; ? = inconclusive; · = no result given; & = joins results of further samples; [ ] = remark or other dose. Unless noted, calls follow the shape of the dose curve; as a rule, active = well fitted curve in the direction sought with a large enough effect; inconclusive = small, poorly fitted or top-dose-only effect, or another doubt; inactive = no such curve, though single readings can be large; an effect the other way counts as inactive or inconclusive. A portion of the library. The share of hits here may be higher or lower than overall.

Below each compound: Tau fibril FP	TR SRC2 fluor cs	Tau fluor cs	aGal spleen mod	NPSR antagonist	TRb SRC2 PPI	CBFb RUNX1 block	Epigenetic derep
COc1ccc(-c2cc(C(F)(F)F)n3nc(C(=O)NCCCN4CCOCC4)cc3n2)cc1
  -1%	-5%	-14%	?	-11%	-1%	-3%	2.2%
COc1ccccc1-c1c(C)c(C)nc(N)c1C#N
  1%	-1%	7%	3%	-5%[46.1 µM]	-7%	-2%	-2.4%
O=C(O)[C@@H]1CCCC[C@@H]1C(=O)N1CCc2ccccc2C1CN1C(=O)c2ccccc2C1=O (stereo not given in full)
  3%	-1%	12%	-5%	2%[46.1 µM]	-16%	-5%	-0.4%
Cc1ccc(/C=N/N2CCN(Cc3ccc(Cl)cc3)CC2)o1
  -1%	2%	-3%	7%	-17%[46.1 µM]	5%	-2%	0.1%
CCOC(=O)N1CCN(C(=O)Cc2cccc3ccccc23)CC1
  -4%	-4%	-18%	0%	27%	-4%	-6%	0.0%
O=C(NN=C1CCN(Cc2ccccc2)CC1)c1cc2ccccc2cc1O
  1%	?	?	5%	1%	16%	?	-0.9%
C=CCn1c(SCC(=O)Nc2ccccc2-c2ccccc2)nc2cc(C(=O)O)ccc2c1=O
  6%	-1%	8%	3%	-11%	3%	0%	1.3%
COc1ccc(Nc2nc3[nH]c(=O)cc(O)c3s2)cc1
  2%	-1%	11%	-4%	0%	0%	-7%	-6.8%
Cc1nc(SC(C(N)=O)c2ccccc2)c(C#N)c(C)c1C (stereo not given)
  -9%	0%	-9%	2%	-18%	3%	6%	-1.4%
CC(C)=NOc1cc(NC(=O)CCl)cc([N+](=O)[O-])c1
  5%	0%	?	5%	-31%	-5%	-2%	2.6%
CC(C)NC(=O)C1CCN(C(=O)c2cnn(-c3ccccc3)c2-n2cccc2)CC1
  -2%	-2%	-14%	·	·	0%	·	-2.9%
O=C(CC1Oc2ccccc2NC1=O)NCCc1ccccc1 (stereo not given)
  2%	-9%	-9%	14%	-7%[46.1 µM]	-7%	-4%	-1.0%
COc1cccc(CNc2cccc(C(F)(F)F)c2)c1O
  0%	-1%	?	3%	-14%	-2%	4%	-3.0%
CN1CCN([C@@H](c2ccccc2)c2ccc(Cl)cc2)CC1
  ·	1%[53 µM]	·	3%[29.1 µM]	·	-3%[53 µM]	5%[21.7 µM]	-1.4%[16.9 µM]
O=C(CSc1nnc(C2CC2)n1-c1ccccc1)NCCc1ccccc1
  -4%	-3%	-7%	4%	-9%[46.1 µM]	3%	0%	0.8%

Next part.
Below each compound: Tau fibril FP	TR SRC2 fluor cs	Tau fluor cs	aGal spleen mod	NPSR antagonist	TRb SRC2 PPI	CBFb RUNX1 block	Epigenetic derep
Nn1c(SCC(=O)NC2CCCc3ccccc32)nnc1-c1cccs1 (stereo not given)
  -2%	-1%	0%	7%	-16%[46.1 µM]	1%	2%	2.9%
CCN1CCN(c2nc(-c3cccnc3)nc3ccccc23)CC1
  -2%	0%	-3%	-6%	3%[46.1 µM]	0%	9%	0.9%
COc1ccc(-n2c(NC(=O)c3ccc(Br)o3)c(C#N)c3nc4ccccc4nc32)cc1
  -12%	-3%	?	7%	-9%[46.1 µM]	-16%	17%	0.0%
O=C(NCN1C(=O)C2C3C=CC(C3)C2C1=O)Nc1ccccc1O (stereo not given)
  1%	-3%	-8%	0%	-1%	0%	-6%	4.1%
O=C(O)c1ccc(O)cc1O
  ·	-1%&1%	·	-9%&4%	·	4%&5%	11%&5%[21.7 µM]	·
CCCCn1c(-c2ccc(S(=O)(=O)N3CCOCC3)cc2)csc1=Nc1ccccc1
  9%	-8%	?	·	·	0%	·	-1.6%
Cc1cc(C)n(-c2cc(Cl)cc(Cl)c2)c(=O)c1C#N
  -7%	-6%	0%	-5%	-1%[46.1 µM]	3%	13%	0.0%
CCn1c2ccccc2c2cc(NC(=O)CSc3nnc(-c4cccc(OC)c4)n3N)ccc21
  2%	-2%	16µM*[quencher]	-12%	-21%[46.1 µM]	7%	4%	4.7%
COc1cccc(OC)c1C(=O)N1CCN(S(=O)(=O)c2ccccc2)CC1
  3%	0%	9%	6%	-5%[46.1 µM]	-11%	7%	-17%
CCOc1ccc(NC(=O)CC2C(=O)N(C)C(=S)N2Cc2ccco2)cc1 (stereo not given)
  -7%	3%	-15%	1%	5%[46.1 µM]	-6%	0%	0.0%
CC(C)(C)c1ccc(Oc2ccc(N)cn2)cc1
  -1%	2%	-21%	3%	6%[7.67 µM]	0%	1%	1.4%
COc1ccc(C(=O)NC(=S)N2CCN(C)CC2)cc1Br
  -1%	-1%	-2%	4%	9%	10%	0%	-2.0%
CC(=O)c1cn(CC(=O)NCc2ccco2)c2ccccc12
  -12%	-2%	-7%	5%	-2%[46.1 µM]	-3%	-2%	-1.8%
COC(=O)C1=C(C)NC2=C(C(=O)CC(C)(C)C2)C1c1cn(Cc2ccc(Br)cc2)nc1-c1ccccc1 (stereo not given)
  0%	-1%	0%	3%	?	11%	-3%	4.6%
Cc1cc(C)nc(N/N=C/c2ccco2)n1
  3%	-1%	0%	5%	-7%[46.1 µM]	-7%	0%	0.9%

More records follow:
Below each compound: Tau fibril FP	TR SRC2 fluor cs	Tau fluor cs	aGal spleen mod	NPSR antagonist	TRb SRC2 PPI	CBFb RUNX1 block	Epigenetic derep
CC(C)c1ccc(Nc2ncnc3onc(-c4ccc(F)cc4)c23)cc1
  -7%	-23%	-19%	·	·	4%	·	-2.4%
C[C@@H](C(=O)Nc1ccc2ccccc2c1)[C@H]1C[C@]1(C)[C@H](NP(=O)(c1ccccc1)c1ccccc1)c1ccccc1
  -2%&-4%	-2%&0%	-8%&-19%	1%&4%	-6%	-8%&-6%	-12%[2.36 µM]	-1.6%&0.4%
CCOC(=O)c1ccccc1NC(=O)c1cc2sccc2n1C
  -13%	2%	-30%	-14%	-10%[46.1 µM]	-5%	23%	0.0%
O=C(NNc1nc(N2CCOCC2)nc(N2CCOCC2)n1)Nc1ccc(Cl)cc1
  -4%	-1%	0%	2%	-4%	-1%	3%	-2.2%
Cc1cc(C)n2nc(SCC(=O)N(C)Cc3ccccc3)nc2n1
  12%	-3%	15%	17%	3%[46.1 µM]	2%	-1%	0.9%
Cc1ccnc(Sc2ncccc2[N+](=O)[O-])n1
  -2%	-2%	-15%	2%	-10%[46.1 µM]	-17%	-1%	0.1%
Cc1cc(OC(C)C(=O)N/N=C/CC(C)c2ccccc2)ccc1Cl (stereo not given)
  3%	-4%	-9%	-3%	3%[46.1 µM]	1%	11%	0.0%
CCc1nc(SCC(=O)NCc2ccco2)c2c3c(sc2n1)CCCC3
  -2%	-2%	1%	0%	?	-3%	-1%	-2.3%
C/C(=N\NC(=S)Nc1c(C)cccc1C)c1cc2ccccc2o1
  2%	1%	-16%	2%	-19%	10%	-13%	-0.4%
CNC(=O)[C@@]1(Cc2ccccc2)C=C[C@@H](C)N1C(C)=O
  3%	-4%	0%	9%	·	2%	5%	0.4%
O=C(c1cnc(-c2ccccc2)s1)c1ccc(Cl)cc1Cl
  -6%	-2%	-11%	-3%	-26%[46.1 µM]	4%	-1%	0.0%
O=S(=O)(NC1CCCCC1Sc1ncccn1)c1ccccc1 (stereo not given)
  0%	-4%	1%	10%	3%	0%	-4%	0.0%
Cc1ccccc1N=C1c2cc([N+](=O)[O-])ccc2-c2ncccc21
  10%	7%	?	1%	-21%[46.1 µM]	5%	?	0.0%
CC(C)N(Cc1nc(-c2ccccc2)no1)C(=O)CN(C)S(=O)(=O)c1ccc(Br)cc1
  2%	7%	-7%	4%	-29%[46.1 µM]	-2%	5%	-1.0%
COc1ccc(N2CCN(c3ccc(-c4nc(-c5cccc(C)c5)no4)cc3[N+](=O)[O-])CC2)cc1
  2%	-1%	-1%	·	·	-2%	·	-5.4%

Additional entries.
Below each compound: Tau fibril FP	TR SRC2 fluor cs	Tau fluor cs	aGal spleen mod	NPSR antagonist	TRb SRC2 PPI	CBFb RUNX1 block	Epigenetic derep
COc1ccc(/C(=N\O)c2nccc3cc(OC)c(OC)cc23)cc1OC
  1%	2%	-7%	-2%	32%	5%	1%	0.1%
CCOC(=O)c1sc2ncn(CC(=O)Nc3ccc(C)cc3Br)c(=O)c2c1C
  -9%	-1%	4%	·	·	-1%	·	4.1%
Cc1ccccc1NC(=O)Cc1nc(CSc2nnc(C3CCCCC3)n2N)cs1
  -6%	-1%	-14%	2%	-19%[7.67 µM]	0%	-4%	0.5%
Clc1ccc(-c2nnc3n2CCCC3)cc1
  -3%	-1%	-3%	0%	-1%[46.1 µM]	1%	0%	-1.1%
COc1ccc(NC(=O)CC2NCCNC2=O)c(OC)c1 (stereo not given)
  -5%	5%	-9%	·	·	11%	·	1.9%
CC(=O)Nc1ccc(NC=C(C#N)C#N)cc1
  ·	-4%	·	5%	3%	3%	5%	-2.1%
COc1ccc(Cl)cc1S(=O)(=O)n1nnc2ccccc21
  4%	1%	6%	6%	5%[46.1 µM]	-3%	5%	-5.9%
CC(=O)C1=C(C)NC2=C(C(=O)CC(C)(C)C2)C1C (stereo not given)
  7%	-1%	-1%	-6%	7%	-2%	22%	-3.5%

Screening data: PubChem BioAssay, National Center for Advancing Translational Sciences (NCATS)
